Screening data: PubChem BioAssay, NCI
Growth percent in the NCI-60 one-dose screen (48 h, 10 µM unless noted): 100 = growth as untreated, 0 = no growth, -100 = all killed.
HT29: HT29 colon cancer. hit rate 7.4% among 81,000. AID 1794748
NCI-H460: NCI-H460 lung cancer | hit rate 6.8% among 82,000 | AID 1794736
HCT-116: HCT-116 colon cancer. hit rate 7.3% among 82,000
NCI-H322M: NCI-H322M lung cancer | hit rate 2.7% among 80,000
NCI/ADR-RES: NCI/ADR-RES ovarian cells; AID 1794790; hit rate 4.4% among 81,000
COLO 205: COLO 205 colon cancer; hit rate 7.3% among 79,000; AID 1794742
NCI-H522: NCI-H522 lung cancer; hit rate 8% among 78,000
NCI-H226: NCI-H226 lung cancer. hit rate 3.5% among 79,000
HCT-15: HCT-15 colon cancer | AID 1794746 | hit rate 5.2% among 82,000
* = called active by the depositor; / = not tested or not shown; & = joins results of further samples; ! = a repeat was not active; [ ] = another dose, or the depositor's remark. Rule for the calls: active = growth percent below 10; inactive = the rest.

SMILES	HT29	NCI-H460	HCT-116	NCI-H322M	NCI/ADR-RES	COLO 205	NCI-H522	NCI-H226	HCT-15
COc1ccc(C(=O)C[C@]2(O)C(=O)Nc3c(Cl)ccc(Cl)c32)cc1	16	10	17	48	14	7.6*	13	59	23
CC(C)CC(=O)OC/C=C/c1ccccc1	109	108	101	118	114	110	133	98	90
CC12CC(=O)C3C(CCC4CC(O)CCC43C)C1CCC/C2=C/CO (stereo not drawn)	85	110	96	99	101	101	78	104	90
O=C(O)c1ccccc1C(F)(F)F	107	102	91	106	81	102	72	89	104
Cc1ccc(-n2nnc(C3=NCCc4c3[nH]c3ccc(Cl)cc43)c2C)cc1	74	73	72	85	76	101	31	76	66
Cc1ccc(NC(=O)c2ccccc2Cl)cc1	107	101	114	113	111	120	99	108	95
C=C(C)CSC(=S)NNc1ccccc1	97	101	96	124	115	121	95	93	100
Cc1nc2ccccc2c(/C=C/c2ccc(Cl)cc2)c1C(=O)/C=C/c1cccs1	53	67	34	87	81	82	57	81	52
C/C(=N\O)c1ccc(OCC(=O)Nc2nc(-c3ccc(C)cc3)cs2)cc1	105	104	99	103	101	109	87	99	101
O=S1(=O)C(Cl)(Cl)S(=O)(=O)C(Cl)(Cl)S(=O)(=O)C1(Cl)Cl	103	109	/	108	112	112	/	104	91
COc1ccc2c(C3=C(c4c[nH]c5ccccc45)C(=O)N(O)C3=O)coc2c1	95	90	93	97	99	99	68	75	92
COc1ccc(-c2cn[nH]c2-c2cc(OC)c(OC)c(OC)c2)cc1N	1.5*!	8.7*	7.8*	36&45	4.8*	-53*	3.2*	50&69	8.3*!

Additional results follow:
SMILES	HT29	NCI-H460	HCT-116	NCI-H322M	NCI/ADR-RES	COLO 205	NCI-H522	NCI-H226	HCT-15
Nc1nc(=O)n(C2CCCCO2)cc1Br (stereo not drawn)	103	114	105	140	107	114	90	106	104
CCOc1ccc(N(CCN(C)C)C(=O)C(c2ccccc2)c2ccccc2)cc1	59	96	77	83	75	74	72	94	98
Cc1cccc(NC(=S)N(CCC#N)C2CCCCC2)c1	120	110	110	111	96	102	113	106	99
Cc1cc(N=C2NC(=O)/C(=C/C=C\c3ccccc3)S2)no1	107	47	42	60	72	111	53	89	39
Nc1nc(-c2ccccc2)c(CCCNc2ccccc2)c(=O)[nH]1	104&102	108&110	112&103	106&99	101&103	111&114	89&87	98&92	110&98
Nc1nc(-c2cccnc2)nc2c1sc(=S)n2-c1ccccc1	95	97	71	/	93	108	83	96	104
CCN1C2CCC1/C(=C\c1ccc(OC)cc1)C1=C2[C@@H](c2ccc(OC)cc2)C(C#N)=C(N)O1 (stereo partly drawn)	79	86	74	93	91	89	81	93	81
CC(=O)Nc1cccnc1	97	106	105	99	99	102	85	105	101
Cc1cc(-c2ccccc2N)c2[nH]c3ccccc3c2c1-c1ccccc1	74	104	68	86	99	96	64	105	56
Nc1nc(Nc2ccc(Br)cc2)nn1Cc1cccc(Br)c1	104	105	87	79	92	112	93	82	83
Cc1ccc(C)c(CCCC(=O)O)c1	98	111	106	125	95	111	91	93	108
Cn1cc(-c2ccc3ncc(-c4ccc(CC(=O)Nc5cc(C(C)(C)C)nn5C)cc4)cc3c2)cn1	36[30 µM]	8.3*[30 µM]	20[30 µM]	15[30 µM]	-8.5*[30 µM]	5.3*[30 µM]	-2.5*[30 µM]	11[30 µM]	7.8*[30 µM]

Next section
SMILES	HT29	NCI-H460	HCT-116	NCI-H322M	NCI/ADR-RES	COLO 205	NCI-H522	NCI-H226	HCT-15
COc1cc2c(c(OC)c1OC)C(=O)CC(c1cccc(NC(=O)[C@H](C)NC(=O)OC(C)(C)C)c1)O2 (stereo partly drawn)	110	107	100	103	104	126	93	101	94
CCCCC(=O)NC(c1cccnc1)c1cc(Cl)c2cccnc2c1O (stereo not drawn)	102	108	106	102	103	101	99	96	102
Fc1ccc2nc(-c3cnn4cccnc34)sc2c1	98	88	89	67	97	102	93	83	77
COc1ccc(/C=C2\CCCC3C2=Nc2ccccc2NC3c2ccc(OC)cc2)cc1 (stereo not drawn)	75	95	38	/	86	116	6.7*	95	94
O=C(CC1(O)C(=O)Nc2c(Cl)cc(Cl)cc21)c1cccc([N+](=O)[O-])c1 (stereo not drawn)	101	107	101	103	104	97	80	77	96
COc1cccc(COC(=O)Nc2ccccc2)c1OC	105	103	104	101	105	114	/	97	85
NC(=O)c1cccc(-c2cc(C(N)=O)ccc2Cl)c1	8.9*	98	25	92	19	33	23	69	34
COc1cc2c(cc1-c1c(C)noc1C)ncc1nc(C3CCOCC3)n([C@@H](C)COC(F)F)c12	19	61	30	48	51	27	34	58	24
Cc1nn(-c2ccccc2)c2ncn(CC(=O)N/N=C/c3cccc([N+](=O)[O-])c3)c(=O)c12	95	68	44	71	65	95	67	50	91
Clc1cccc(-c2ccc(OCCCN3CCN(c4ccncc4)CC3)cc2)c1	-58*	-67*	-77*	53	5.7*	-86*	-4.2*	41	-70*
COc1ccc(-c2nn(-c3cccc(NC(=O)c4ccc(N5CCOCC5)c(C(F)(F)F)c4)c3)cc2-c2ccncc2)cc1Cl	11	62	55	80	53	55	41	84	54
CCN1C2CCC1/C(=C\c1ccc(OC)cc1)C(=O)/C2=C/c1ccc(OC)cc1	60	72	31	82	64	61	64	58	57

By substructure, the compounds so far with two or more sulfur atoms (three)
SMILES	HT29	NCI-H460	HCT-116	NCI-H322M	NCI/ADR-RES	COLO 205	NCI-H522	NCI-H226	HCT-15
C=C(C)CSC(=S)NNc1ccccc1	97	101	96	124	115	121	95	93	100
O=S1(=O)C(Cl)(Cl)S(=O)(=O)C(Cl)(Cl)S(=O)(=O)C1(Cl)Cl	103	109	/	108	112	112	/	104	91
Nc1nc(-c2cccnc2)nc2c1sc(=S)n2-c1ccccc1	95	97	71	/	93	108	83	96	104

Other records follow.
SMILES	HT29	NCI-H460	HCT-116	NCI-H322M	NCI/ADR-RES	COLO 205	NCI-H522	NCI-H226	HCT-15
BrCCCOc1ccc(Oc2ccc(OCCCBr)cc2)cc1	107	105	102	123	110	134	/	100	93
CN(Cc1ccccc1)c1nc(Cl)c(C2CC(c3ccc(Cl)cc3)=NN2C=O)s1 (stereo not drawn)	95	103	89	91	94	96	80	101	94
COc1cc(/C=C2\C(=O)N(c3c(Cl)cccc3Cl)c3ccccc32)cc(OC)c1OCCCCCCn1c2ccccc2c(=O)c2ccccc21	103	110	96	96	109	107	87	95	108
O=c1c2c(c3ccccc3n1-c1ccccc1)NC(=S)NC2c1ccccc1 (stereo not drawn)	132	104	96	130	109	113	/	92	97
O=C1C=C(O)C(c2ccccc2)=CC1=O	102	109	112	117	116	99	128	96	98
OCc1cnccc1NCc1ccccc1	101	100	103	109	102	105	99	97	109
N#C/C(=C\N1C(=O)/C(=C/c2cccc([N+](=O)[O-])c2)SC1=S)c1nc2ccccc2s1	91	95	82	93	94	101	58	77	95
CCOC(=O)c1c(C)c2c(n1C)CSc1cc(S(=O)(=O)c3ccccc3)c(=O)[nH]c1-2	0.9*[100 µM]	9.0*[100 µM]	11[100 µM]	28[100 µM]	19[100 µM]	-28*[100 µM]	32[100 µM]	24[100 µM]	25[100 µM]
C#CC1(O)CC[C@H]2[C@@H]3CCC4=CCCC[C@@H]4[C@H]3CC[C@@]21C (stereo partly drawn)	98&104	84&104	88&99	113&114	94&107	107&109	94&95	98&98	95&99
Cc1cccc(C[C@H](NC(=O)Nc2ccc(C)cc2F)C(=O)N[C@@H]2C(=O)N3C[C@H](O)C[C@H]3C(=O)N3CCN(C)C[C@H]3C(=O)N[C@@H](C)C(=O)N3C[C@H](C)C[C@H]3C(=O)O[C@H]2C)c1	34	42	15	73	114	12	38	54	105
CC(=NC(C)CC(C)C)c1ccc(C)cc1 (stereo not drawn)	97	95	83	89	105	113	95	100	105
COC(=O)C(Cc1ccc(OC)cc1)c1ccccc1 (stereo not drawn)	95	99	100	103	102	/	75	88	104

The results go on.
SMILES	HT29	NCI-H460	HCT-116	NCI-H322M	NCI/ADR-RES	COLO 205	NCI-H522	NCI-H226	HCT-15
CN(C)C1C(=O)c2ccccc2C1=O	/	109	106	108	102	112	90	105	109
Cc1cccc(C)c1-c1cc(Cc2ccc(Cl)cc2)c(=O)[nH]n1	105	109	97	111	96	108	95	97	107
CCCSc1nc(Nc2ccc(C(C)=O)cc2)c(C#N)c(-c2ccc(OC)cc2)n1	104	98	104	116	109	113	102	112	97
CCC(CC)(c1ccccc1)C(O)c1ccccc1 (stereo not drawn)	99	111	102	107	100	107	/	109	99
NC(=O)c1c(NC(=O)COC(=O)c2ccccc2)sc2c1CCC2	118	101	104	119	105	121	96	100	98
COc1cccc(-c2nnc(-c3nc4ccccc4nc3Cl)o2)c1	111	102	104	100	101	107	100	95	94
COc1cc(/C(C)=C(/c2ccc(O)cc2)c2ccc(Cl)cc2)ccc1F	81	67	72	105	98	101	74	84	45
Cc1c(N)c(C)c(Br)c(C)c1N	94	103	97	/	98	110	93	92	101
O=C1Nc2ccccc2C12Nn1c(CSC(SCc3nnc4n3NC3(O4)C(=O)Nc4ccccc43)c3ccccc3)nnc1O2 (stereo not drawn)	117	99	105	93	93	109	84	82	101
Cc1ccc(-c2c(C#N)c(N)n(-c3cccc(C(F)(F)F)c3)c(=O)c2C#N)cc1	109	104	104	104	103	106	90	104	106
Cc1cccc(Nc2nc(N)nc(N)c2N=O)c1	93	107	95	106	93	110	97	91	86
C=CCOC(=O)/C=C/C(=O)OCC=C	100	106	99	99	107	110	89	102	110

Grouped by structure, those above containing a CF3 group
SMILES	HT29	NCI-H460	HCT-116	NCI-H322M	NCI/ADR-RES	COLO 205	NCI-H522	NCI-H226	HCT-15
O=C(O)c1ccccc1C(F)(F)F	107	102	91	106	81	102	72	89	104
COc1ccc(-c2nn(-c3cccc(NC(=O)c4ccc(N5CCOCC5)c(C(F)(F)F)c4)c3)cc2-c2ccncc2)cc1Cl	11	62	55	80	53	55	41	84	54
Cc1ccc(-c2c(C#N)c(N)n(-c3cccc(C(F)(F)F)c3)c(=O)c2C#N)cc1	109	104	104	104	103	106	90	104	106

(continued)
SMILES	HT29	NCI-H460	HCT-116	NCI-H322M	NCI/ADR-RES	COLO 205	NCI-H522	NCI-H226	HCT-15
O=C(O)c1ccc(N2C(=O)c3ccccc3C2=O)cc1[N+](=O)[O-]	90&100	112&107	96&101	95&94	104&105	105&107	87&85	102	102&106
CC1(C[N+](=O)[O-])CCCC(=O)C1 (stereo not drawn)	106	108	115	112	107	/	98	95	106
CC(C)(O)CCc1ccc(O)cc1	91	103	98	97	104	115	81	87	107
Cc1cc(C)c2[nH]c(=O)c3c4ccccc4[nH]c3c2c1	100	97	100	98	100	113	96	87	88
COc1cccc(C(=O)O)c1OS(=O)(=O)c1ccc(C)cc1	106	102	93	104	/	104	99	89	98
O=S(=O)(NCCNc1nccc(-c2cn(-c3ccccc3)nc2-c2ccc(Cl)c(O)c2)n1)c1cccc(F)c1	98	108	86	/	108	110	72	92	96
Cc1ccc(N=NN(C)C)cc1	112	105	91	99	91	118	91	106	108
Cc1ccc(S(=O)(=O)OCCCl)cc1	107	101	99	101	105	112	93	85	104
N#Cc1ccc(C(F)(F)F)nc1N1CCC(C(=O)Nc2ccc(Cl)cc2)CC1	51	34	41	71	72	86	/	/	44
O=C1C(SCc2ccc(F)cc2)=C(Cl)CN1c1ccccc1	118	104	94	96	101	130	12	97	97
C[C@H](NC(=O)c1ccc2c(-c3ccc(C(F)(F)F)cc3)cccc2c1)c1ccccn1	27	43	35	51	32	62	17	28	20
CC(C)c1ccccc1O	111	102	108	130	98	97	101	97	103
